LDHA block: inhibitors of human lactate dehydrogenase A | P00338 | purified LDHA, NADH/diaphorase-resazurin fluorescence; stronger effect = lower value | activity change, % (values are at about 110 or 230 µM) | 480,000 compounds, 0.15% hits; in the data active means activity change below about -30%;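 further: plate controls were DMSO wells for no effect and wells without enzyme for full effect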
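LDH5 2 nM; NADH 0.06 mM, pyruvate 0.2 mM; 200 mM Tris pH 7.4, EDTA, Tween-20; 5 min RT. Detection: diaphorase 0.133 mg/mL + resazurin 37 µM, fluorescence ex540/em590 at 0 and 20 min; normalized to enzyme-free and DMSO wells.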
* marks the source's active call; other numbers are inactive results. An excerpt (hit frequency here may not be typical).

No. | SMILES | LDHA block
1 | CCc1ccc2oc(C(=O)NCC(c3ccc(C)o3)N3CCC(C)CC3)cc(=O)c2c1 (stereo not drawn) | -3
2 | CCC(C)Nc1nc(-c2ccccc2O)nc2ccccc12 (stereo not drawn) | -2
3 | CC/C=C(/C)C(=O)NCC(c1cccs1)N(C)C (stereo not drawn) | 0
4 | CC(=O)Nc1cc(-c2ccc(=O)n(C(C)C(=O)Nc3c(C)cc(C)cc3C)n2)ccc1C (stereo not drawn) | -8
5 | CCNC(=S)N/N=C/c1ccc(Cl)c(Cl)c1 | 5
6 | CC(C)N(C)CC#CC(O)(c1ccccc1)C1CCCC1 (stereo not drawn) | 0
7 | COc1ccc(Cc2nnc(SCC(=O)Nc3ccccc3Cl)n2C)cc1 | 3
8 | Cc1ccc(-c2cc(C(=O)O)c3cccc(Cl)c3n2)s1 | 13
9 | COc1ccccc1/C=C/C(=O)c1ccc(OCc2ccccc2)cc1OCc1ccccc1 | -4
10 | CC1C(c2cccs2)=[N+]([O-])C(C)(c2ccc(Br)cc2)N1O (stereo not drawn) | 5
11 | CCCCNC(=O)CC(c1ccccc1)c1ccccc1 | -2
12 | COC(=O)c1sc(=S)n(-c2ccc(Br)cc2)c1N | 5
13 | CCOc1ccc(C(C)NC(=O)Cc2ccccc2C)cc1 (stereo not drawn) | -1
14 | COc1ccc(OC)c(NC(=O)CC2CC3CCC2C3)c1 (stereo not drawn) | 12
15 | COc1ccc(CNc2nc3ccccc3nc2NS(=O)(=O)c2cccc(C)c2)cc1 | 0
16 | CCc1ccc(N/C=C(/C#N)c2nc(-c3ccc(C)c(C)c3)cs2)cc1 | 2
17 | O=c1c(-c2ccccc2)nc2ccccc2n1C(CCc1ccccc1)c1nc2ccccc2[nH]1 (stereo not drawn) | -14
18 | Cc1cc(C(=O)OC(C)C(=O)Nc2ccc(F)cc2Cl)c(C)o1 (stereo not drawn) | 2
19 | Cc1cc(NC(=O)N2CCSc3ncccc32)ccc1Br | 9
20 | Cc1ccc(CNC(=O)CSc2ncc3c(n2)-c2ccc(Cl)cc2N(C)S3(=O)=O)cc1 | 0
21 | O=C(c1cccc(C(F)(F)F)c1)N1CCCCCCC1 | 1
22 | NCC(c1ccccc1)c1ccccc1 | -8
23 | OC(COc1ccc(Nc2ccccc2)cc1)COc1ccc(Nc2ccccc2)cc1 | 14
24 | COc1ccccc1C1=NN(C(=O)C(C)C)C(c2ccc3nccnc3c2)C1 (stereo not drawn) | -9
25 | O=C(NCCc1ccccn1)c1cccc(NS(=O)(=O)c2ccc3c(c2)OCCO3)c1 | -2
26 | COC(=O)C1=CN(c2ccccc2OC)C(N)=C(C#N)C1c1cccc([N+](=O)[O-])c1 (stereo not drawn) | -6
27 | Cc1cc(=O)oc2cc(NC(=O)Cc3ccccc3F)ccc12 | -9
28 | COC(=O)CC1CCCCN1CC(=O)NC(=O)NCc1ccco1 (stereo not drawn) | -3
29 | COc1ccc(-c2cc3ccc(OCC=C(C)C)cc3oc2=O)c(OC)c1 | 8
30 | CCCCCc1c(-c2ccc(Br)cc2)ncn1CCc1ccccc1OC | 7
31 | Cc1cccc(NC(=O)C(=O)NC2CCC(C(C)(C)C)CC2)c1 (stereo not drawn) | 4
32 | COc1cc(Nc2nc3ccccc3nc2C(=O)OC(C)C)cc(OC)c1 | 18
33 | Cc1ccccc1-c1nnc2sc(NC(=O)c3ccccc3)nn12 | 4
34 | Fc1ccc(-n2ncc3c(NC4CCCC4)ncnc32)cc1 | 8
35 | CS(=O)(=O)Oc1ccc2c(c1)O/C(=C\c1ccc(-c3ccccc3)cc1)C2=O | -5
36 | COc1ccc(-n2nnc(C(=O)OCc3cc(C)ccc3C)c2C)cc1 | 18
37 | COCCCNC(=O)C[C@@H]1C[C@@]2(C(=O)OC)CCCCC=C2N(Cc2ccccc2)C1=O | -2
38 | COc1ccc2cnn(CC(=O)Nc3cccc4ccccc34)c(=O)c2c1OC | -1
39 | O=[N+]([O-])c1c(Nc2cccc(Cl)n2)ccc2nonc12 | 7
40 | CCCCn1cnc2c1c(=O)n(CC(=O)c1cc(C)n(C3CC3)c1C)c(=O)n2Cc1ccccc1 | -1
41 | Cc1cc(C(=O)Nc2cccc(I)c2)c(C)o1 | 11
42 | CSc1ccccc1C(=O)Nc1nc(-c2nc3ccccc3s2)cs1 | -10
43 | O=C(Nc1ccc2[nH]c(=O)[nH]c2c1)c1nn(-c2ccccc2Cl)c2c1CCCC2 | -5
44 | CC(C)CCNC(=O)c1c(-n2cnnn2)sc2c1CCCC2 | -14
45 | COc1cc(C#N)ccc1OCC(=O)c1ccc2c(c1)CCCC2 | 9
46 | CC(C)[C@@H]1Cc2[nH]n(C)c(=O)c2[C@H](c2ccc(F)cc2)O1 | 1
47 | Fc1ccc(Nc2nc3nonc3nc2N2CCC(Cc3ccccc3)CC2)cc1 | 7
48 | CN(C(=O)c1cnc(N2CCOCC2)c2ccccc12)C1CCCCC1 | 4
49 | COCCCNC(=O)C[C@@H]1C[C@@]2(C(=O)OC)CC(C)(C)CC=C2N(Cc2ccc3c(c2)OCO3)C1=O | -5
50 | C/C(=N/Nc1ccccc1C(F)(F)F)c1cccs1 | 3
51 | CCc1sc(C(=O)OCc2ccccc2C#N)cc1C | 0
52 | CCOc1ccc2c(-c3cc4cccc(OCC)c4oc3=O)cc(=O)oc2c1 | 13
53 | CCOc1ccc(CNC(=O)c2ncoc2-c2ccc(C)s2)cc1OC | 0
54 | CC/C(=N/NC(=O)C1CC1(c1ccc(C)cc1)c1ccc(C)cc1)c1ccccc1 (stereo not drawn) | 5
55 | Cc1ccc(F)cc1N=Cc1ccc2ncccc2c1 | -3
56 | O=C(Nc1cccc(F)c1)c1nnc(CSCC(=O)N2CCOCC2)s1 | -11

(more compounds)
No. | SMILES | LDHA block
57 | O=C(Nc1ccccc1C(=O)N1CCOCC1)c1cccc(Br)c1 | -11
58 | C=CCSc1nnc(NC(=O)c2cc(=O)c3ccc(C)cc3o2)s1 | 15
59 | O=C(NCc1ccccc1Cn1cccn1)c1cn[nH]c1-c1ccccc1 | 0
60 | COc1cccc(CNC(=O)NNc2nc(C)cc(=O)[nH]2)c1 | 1
61 | CCOc1cc(C2C(C#N)=C(N)Oc3cc4c(cc32)OCO4)cc(Br)c1OC (stereo not drawn) | 1
62 | O=C(CSc1nc2ccccc2o1)NCC1CCCCC1 | 7
63 | O=C(/C=C/c1ccccc1)OCC(=O)c1ccc(Br)s1 | -5
64 | CC1C(=O)N(Cc2ncc(-c3ccc(F)cc3)o2)C(=O)N1c1ccccc1 (stereo not drawn) | 0
65 | CCCc1ccc(-c2csc(NC(=O)Cn3ncc4ccccc4c3=O)n2)cc1 | 7
66 | Cc1c(CNCCc2c[nH]c3ccccc23)c(C(=O)O)c(C)n1Cc1ccc(Cl)cc1 | 7
67 | CCCCOc1ccc(C(=O)NO)cc1 | 12
68 | CC(NC(=O)c1cc2ccccc2oc1=O)c1cccs1 (stereo not drawn) | -5
69 | CCCCN(C)Cc1ccccc1OC | -4
70 | COc1ccc(OC)c(NC(=O)Cn2ccc3cc(OC)ccc32)c1 | -7
71 | O=C(NCc1cccs1)C1(c2cccc(C(F)(F)F)c2)CCOCC1 | -10
72 | O=C(NCc1ccc(F)cc1)c1cc2cc(Cl)ccc2[nH]1 | 9
73 | O=c1c(-c2ccccc2)nnc2sc(-c3ccccc3)nn12 | 12
74 | Cc1ccc2nc(/C(C#N)=C/c3ccccc3OCc3ccc(Cl)cc3Cl)[nH]c2c1 | 4
75 | CCOC(=O)CNC(=O)NCC(=O)N1CCc2ccccc21 | 10
76 | C=CCNC(=O)c1cc(-c2ccc(OCC)cc2)nc2ccccc12 | 4
77 | CC(Oc1ccc(F)cc1)C(=O)N1CCN(Cc2nc(N)c3ccccc3n2)CC1 (stereo not drawn) | -24
78 | COC(=O)[C@@]12C[C@@H](CC(=O)N3CCSCC3)C(=O)N(Cc3ccccc3)C1=CCC(C)(C)C2 | -8
79 | CCOC(=O)[C@]12CCC=C1N(Cc1ccc(Cl)cc1Cl)C(=O)[C@H](CC(=O)N1CCCC1)C2 | -1
80 | CCCCCc1ccc(C#Cc2ccc(OC)cc2)cc1 | 5
81 | C=CCNC(=O)N(C)CC(=O)Nc1c(C)cccc1C | 0
82 | O=C1CCCc2nc3ccccc3c(-c3ccccc3)c21 | -2
83 | O=c1c(Cl)c(N2CCN(Cc3ccccc3)CC2)cnn1Cc1ccc(Cl)cc1 | 6
84 | CCOc1cc(/C=C2\NC(=O)NC2=O)cc(Cl)c1OCc1cccc(F)c1 | 2
85 | CCN1CCC(N(C(=O)c2cc3ccccc3n2C)C2CC2)CC1 | -2
86 | N#Cc1c(NC(=O)CCn2nnc(-c3cccc(Cl)c3)n2)sc2c1CCCC2 | 3
87 | CCCCc1cc(=O)oc2c(C)c(OCC(=O)OC(C)(C)C)ccc12 | 0
88 | Cc1ccc(NC(=O)COC(=O)c2ccc3ccccc3n2)cc1C | 12
89 | CCN(CC)CCCOC(=O)c1ccccc1 | 4
90 | CC[C@H](C)[C@H](N)C(N)=O | -1
91 | CCN1CCN(c2nc3c(c(=O)[nH]c(=O)n3C)n2CCc2ccccc2)CC1 | -6
92 | CCOC(=O)Cc1cc(=O)n2[nH]c(NCc3ccc(CC)cc3)nc2n1 | 26
93 | CC1CCC(NC(=O)CCCNC(=O)C(C)(C)C)CC1 (stereo not drawn) | -2
94 | CCCc1cc(C(=O)Oc2ccc(NC(C)=O)cc2)sc1C | 2
95 | CCCn1c(SCC(N)=O)nc2c1c(=O)[nH]c(=O)n2C | 14
96 | CCOC(=O)[C@]12CCCC=C1N(Cc1cccc3ccccc13)C(=O)[C@H](CC(=O)N1CCCC1)C2 | -1
97 | COC(=O)c1ccc(COC(=O)c2cc3ccccc3s2)o1 | 15
98 | COc1ccc(-c2cc(C(=O)O)c3cc(C)ccc3n2)cc1OC | 6
99 | COc1ccc(NC(=O)C(=O)NCCN(C)C)cc1N1CCCCS1(=O)=O | -4
100 | COc1cc(C(=O)NCC2(c3ccccc3)CC2)cc(OC)c1OC | 12
101 | COc1cc(OC)c(C(=O)Nc2nnc(C(F)(F)F)s2)cc1OC | 1
102 | CC1(C)CS(=O)(=O)N(c2ccc(S(=O)(=O)N3CCCc4ccccc43)cc2)C1=O | 0
103 | CN(CC(=O)NC(=O)NCC(F)(F)F)Cc1cccc(F)c1 | 12
104 | Cc1noc(C)c1COc1cccc(C(=O)Nc2ccc(S(=O)(=O)NCc3ccco3)cc2)c1 | 0
105 | COC(=O)[C@]12CCCCC=C1N(Cc1ccco1)C(=O)[C@H](CC(=O)N1CCCCC1)C2 | 1
106 | Cn1c(C(=O)N2CCN(S(=O)(=O)c3cccs3)CC2)cc2ccccc21 | 2
107 | O=C(COc1ccc(F)cc1F)NC1CCCN(c2ncccn2)C1 (stereo not drawn) | 0
108 | Fc1ccc(C2=NC(C(F)(F)F)(C(F)(F)F)N=C3C=CC=CN32)cc1 | 3
109 | Cc1cc(C)cc(OCCN(C)C(=O)c2cc(=O)[nH]c3ccccc23)c1 | -22
110 | O=c1ccc2ccc(OCc3nc(-c4ccccc4)no3)cc2o1 | 0
111 | N#Cc1nc(-c2ccco2)oc1N1CCN(Cc2ccc(Br)cc2)CC1 | -4
112 | Cc1noc(C)c1S(=O)(=O)NCCc1ccc(-n2cccn2)cc1 | 0

More entries:
No. | SMILES | LDHA block
113 | O=S1(=O)N=C(Sc2cccc3cccnc23)c2ccccc21 | 1
114 | CC(=O)N(C1=C(C#N)C(=O)CC(C)(C)C1)c1ccccc1 | 1
115 | O=C(NCC(c1ccco1)N1CCOCC1)c1cc(=O)c2cc(Cl)ccc2o1 (stereo not drawn) | 2
116 | CN(CC(=O)NC(=O)NCC(F)(F)F)CC(F)(F)F | 12
117 | O=C(/C=C/c1ccc(Br)cc1)c1cc2ccccc2oc1=O | 1
118 | CCCCn1nc(C(=O)NCCC(=O)O)c2ccccc2c1=O | -4
119 | CCCc1c(-c2ccc(F)cc2F)ncn1Cc1ccccc1OC | 4
120 | O=C(O)c1cccc2[nH]ccc12 | -8
121 | COc1cccc(-c2nc3cc(NC(=O)CC(C)C)ccc3o2)c1 | 1
122 | Cc1ccc2[nH]c(C(=O)NCc3ccccc3)cc2c1 | 0
123 | CC(Sc1nnc(Nc2ccccc2)s1)C(=O)N(C)c1ccccc1 (stereo not drawn) | -3
124 | CCOc1ccc(NC(=O)Cn2nc(C(=O)O)c3ccccc3c2=O)cc1 | -9
125 | Cc1ccccc1NC(=O)c1ccc2c(Cl)c3c(nc2c1)CCC3 | 8
126 | O=C(CCNC(=O)C1CC1)NC1CCCCC1 | -1
127 | COC(=O)Cn1c(=O)c2c(nc(-n3nc(C)cc3C)n2CCc2ccccc2)n(C)c1=O | 3
128 | Fc1cccc(Nc2nc(NCC3CCCO3)nc3c2cnn3-c2ccccc2)c1 (stereo not drawn) | -9
129 | Cc1cccc(C)c1-n1nnnc1C(C)(C)Nc1ccc2c(c1)OCCO2 | 11
130 | COCCOc1ccc(-c2ccc(C#N)cc2)cc1 | 6
131 | Cc1ccccc1C(=O)Nc1ccc(N(C)C)cc1 | 8
132 | CCc1ccccc1NC(=O)c1nn(C)c(=O)c2ccccc12 | -1
133 | COc1ccc(C(=O)ON=C2CCCCC2)cc1Br | 1
134 | CS(=O)(=O)N1CCc2cc(C(=O)Nc3ccc(-c4nnc5n4CCCCC5)cc3)ccc21 | 0
135 | O=C(CC12CC3CC(CC(C3)C1)C2)NCCc1ccc(Cl)cc1 | 8
136 | CN(CCNC(=O)NC1CCC(C(F)(F)F)CC1)Cc1ccccc1 (stereo not drawn) | -1

Screens from PubChem.
